Bioassay records from PubChem.
14-3-3g Raf = 14-3-3 gamma protein interaction modulation. P61981. FP, 14-3-3gamma / TMR-pS259-Raf peptide binding. inhibition, % at 40 µM. 0.19% of 160,000 active. AID 422; in the data active = inhibition above about 30%;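 also: 0% = protein plus tracer without compound and 100% = blank with tracer alone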
Target sequence (P61981 whole entry, looked up): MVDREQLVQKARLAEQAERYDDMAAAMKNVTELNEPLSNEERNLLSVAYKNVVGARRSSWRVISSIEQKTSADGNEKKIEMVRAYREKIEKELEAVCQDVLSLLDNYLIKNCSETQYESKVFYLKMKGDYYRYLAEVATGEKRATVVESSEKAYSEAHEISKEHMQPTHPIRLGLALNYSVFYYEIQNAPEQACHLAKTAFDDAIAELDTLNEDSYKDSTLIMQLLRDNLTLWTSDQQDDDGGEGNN
Numbers without * were called inactive; & = joins results of further samples. An excerpt; count on the stated rates, not on these rows.

Start of the data: the first 17 compounds, ahead of the listing:
14-3-3g Raf,molecule
2,Cc1ccccc1NC(=O)C(c1ccccc1)N1CCOCC1 (stereo not drawn)
-1,COc1cc(NS(=O)(=O)c2cccc3nsnc23)c(C(=O)O)cc1OC
-3,CN1CCN(C(=O)c2cc(-c3ccco3)on2)CC1
-5,O=C(COc1ccccc1)N1N=C(C2CCCCC2)CC1(O)C(F)(F)F (stereo not drawn)
2,O=C1Nc2ccccc2OC1CC(=O)N1CCCC1 (stereo not drawn)
4,COc1cc2c(cc1OC)C(C(=O)Nc1ccc(C(C)C)cc1)C(c1cccs1)N(C)C2=O (stereo not drawn)
3,CCCC(=O)c1cc2ccccc2oc1=O
-5,COC(=O)CSc1nnc(-c2ccoc2C)n1-c1ccc(OC)cc1
-3,COc1ccc([N+](=O)[O-])cc1NC(=O)c1cccc(F)c1
1,CCn1c2ccccc2c2nc3ccccc3nc21
-7,CCC(C)NS(=O)(=O)c1cc(Br)cc2c1N(C(=O)C1CC1)CC2 (stereo not drawn)
-1,Cc1cc(C)cc(-n2ccnc2SCC(=O)Nc2ccc(OC(F)(F)F)cc2)c1
-10,C=CCn1c(=N)n(CCOc2ccc(OC)cc2)c2ccccc21
-17,Cn1ncc(N)c1C(=O)Nc1cccc(C(F)(F)F)c1
1,CC1CCCCN1Cc1ccc(-c2nn[nH]n2)cc1 (stereo not drawn)
-5,Cc1cc(N2C(=O)c3ccc(C(=O)N4CCN(c5ccccc5)CC4)cc3C2=O)no1
-2,CCOc1ccc(-n2c(=O)c3sccc3n(Cc3ccccc3C#N)c2=O)cc1

All compounds of this part, from the start:
14-3-3g Raf,molecule
2,Cc1ccccc1NC(=O)C(c1ccccc1)N1CCOCC1 (stereo not drawn)
-1,COc1cc(NS(=O)(=O)c2cccc3nsnc23)c(C(=O)O)cc1OC
-3,CN1CCN(C(=O)c2cc(-c3ccco3)on2)CC1
-5,O=C(COc1ccccc1)N1N=C(C2CCCCC2)CC1(O)C(F)(F)F (stereo not drawn)
2,O=C1Nc2ccccc2OC1CC(=O)N1CCCC1 (stereo not drawn)
4,COc1cc2c(cc1OC)C(C(=O)Nc1ccc(C(C)C)cc1)C(c1cccs1)N(C)C2=O (stereo not drawn)
3,CCCC(=O)c1cc2ccccc2oc1=O
-5,COC(=O)CSc1nnc(-c2ccoc2C)n1-c1ccc(OC)cc1
-3,COc1ccc([N+](=O)[O-])cc1NC(=O)c1cccc(F)c1
1,CCn1c2ccccc2c2nc3ccccc3nc21
-7,CCC(C)NS(=O)(=O)c1cc(Br)cc2c1N(C(=O)C1CC1)CC2 (stereo not drawn)
-1,Cc1cc(C)cc(-n2ccnc2SCC(=O)Nc2ccc(OC(F)(F)F)cc2)c1
-10,C=CCn1c(=N)n(CCOc2ccc(OC)cc2)c2ccccc21
-17,Cn1ncc(N)c1C(=O)Nc1cccc(C(F)(F)F)c1
1,CC1CCCCN1Cc1ccc(-c2nn[nH]n2)cc1 (stereo not drawn)
-5,Cc1cc(N2C(=O)c3ccc(C(=O)N4CCN(c5ccccc5)CC4)cc3C2=O)no1
-2,CCOc1ccc(-n2c(=O)c3sccc3n(Cc3ccccc3C#N)c2=O)cc1
8,Cc1noc(C)c1C(=O)N1CCN(Cc2ccc3c(c2)OCO3)CC1
1,COc1ccc(C2c3c(oc4ccccc4c3=O)C(=O)N2c2ccccn2)cc1OC (stereo not drawn)
-6,Cc1ccc(OCC(=O)N2CCC(C(N)=O)CC2)cc1
-7,Cc1ccc(F)cc1Nc1nc(-c2ccccc2F)nc2ccccc12
4,O=C(Nc1ccc2ccccc2c1)c1scc2c1CCCC2
-4,Cc1ccc(OCc2nnc(NC(=O)C(c3ccccc3)c3ccccc3)s2)cc1
-8,O=C(CCN1C(=O)C2CC=C(Cl)CC2C1=O)Nc1ccccc1O (stereo not drawn)
-3,Cc1cccc(CS(=O)(=O)Cc2ccc(C(=O)NC3CC3)o2)c1
-5,CN1C(=O)C(O)(c2sc(N)nc2-c2ccccc2)c2ccccc21 (stereo not drawn)
0,COc1cccc2cc(C(=O)Nc3ccc(C)cc3C)c(=O)oc12
-47,Cc1ccc(N2CCN(S(=O)(=O)c3ccc(F)c(C(=O)Nc4ccc(C(C)C)cc4)c3)CC2C)cc1 (stereo not drawn)
-8,Cn1c(C(=O)N2CCCC(C(=O)NCc3ccc4c(c3)OCO4)C2)cc2sccc21 (stereo not drawn)
2,CCc1nc(N2CCN(CC)CC2)c2c3c(sc2n1)CCCC3
2,O=C1CC(c2cccc3ccccc23)Sc2nc(C34CC5CC(CC(C5)C3)C4)nn21 (stereo not drawn)
-1,COc1ccc(-c2nnc(SCc3ncc(-c4ccccc4)o3)o2)cc1
3,CN1CCN(c2ccccc2NC(=O)c2ccc(-c3ccccc3)cc2)CC1
7,C=C(C)CC1(NCc2ccccc2)CCCCC1
-4,N#Cc1c(N2C(=O)C3ON(c4ccccc4)C(c4cccc([N+](=O)[O-])c4)C3C2=O)sc2c1CCCC2 (stereo not drawn)
4,O=C(CSc1cn(Cc2ccc(F)cc2)c2ccccc12)N1CCCC1
-10&2,FC(F)(F)c1cc(-c2ccco2)nc(-n2nnc3ccccc32)n1
0,COc1ccc(N2C(=O)C3C(c4ccc(OC)cc4O)NC(C)(C(=O)O)C3C2=O)cc1 (stereo not drawn)
-1,CC(C)Cn1c(COc2ccc(Cl)cc2)nc2ccccc21
-5,Cc1ccc(Nc2cc(C)nc3nnnn23)cc1
-28,O=C(Nc1cc(Cl)ccc1O)c1nn2c(c1Cl)NC(c1cccs1)CC2C(F)(F)F (stereo not drawn)
-66,COc1ccc(CCNc2cc(C)c(C#N)c3nc4ccccc4n23)cc1OC
-3,CCOc1ccc(C2C3=C(CCCC3=O)Nc3nc(SC)[nH]c(=O)c32)cc1 (stereo not drawn)
2,O=C(Cn1cnc2c(nnn2-c2cccc(Cl)c2)c1=O)N1CCCC1
-8,COc1ccccc1-c1cc(C(=O)Nc2sc3c(c2C#N)CCC(C(C)(C)C)C3)no1 (stereo not drawn)
-1&-4,NC(=O)C1(N2CCCCC2)CCN(CC(=O)Nc2ccc(Oc3ccccc3)cc2)CC1
-15,CN1CCc2c(n(CC(O)CN3CCCC3)c3ccccc23)C1=O (stereo not drawn)
-3,CC(=O)NC1CC2CCCC(C1)N2S(=O)(=O)c1cccc(F)c1 (stereo not drawn)
-2,O=C(CC(c1ccccc1)c1ccccc1)n1nnc2ccccc21
1,COc1ccc(C2C(N3C(=O)c4cccc([N+](=O)[O-])c4C3=O)C(=O)N2c2ccc(C)c(C)c2)cc1OC (stereo not drawn)
-2,Cc1[nH]c2ccc(Br)cc2c1CCN1C(=O)OC(C)(C)C1(C)O (stereo not drawn)
0,CN(C)c1ccc(NC(=O)CN2CCN(c3ccc(Cl)cc3)CC2)cc1
6,COC(=O)C1=C(C(=O)OC)SC(=C2C(=S)C(C)(C)N(C(=O)c3ccccc3OC)c3ccc(Cl)cc32)S1
1,COc1ccc(CCNC(=O)c2c(O)c3c([nH]c2=O)CCCC3)cc1OC
-7,CCOc1ccccc1C(=O)Nc1c2c(nn1-c1ccc(F)cc1)CS(=O)(=O)C2
-3,Cc1cc(C)cc(NC(=O)c2cnc3n(c2=O)CCS3)c1
-15,CCOC(=O)Cc1cc(=O)[nH]c(Nc2nc3ccccc3s2)n1
1,CCCC(=O)Nc1ccc(Cl)c(NC(=O)CC)c1
-3,CCN(CC)CCNc1nc(C)nc2c1sc1nc3c(cc12)COC(C)(C)C3
-5,CN(C)c1ccc(NC(=O)CSc2nc3ccccc3c(=O)n2CCc2ccccc2)cc1

Additional structures:
14-3-3g Raf,molecule
1,COC(=O)c1ccccc1NC(=O)Cc1c(C(=O)O)[nH]c2ccccc12
-3,O=C(c1ccc2c(c1)OCO2)N(CC1CCCO1)C1(C(=O)NC2CCCC2)CCCCC1 (stereo not drawn)
8,O=C1CCCC(=O)N1c1ccc(NCc2ccc(F)cc2)c([N+](=O)[O-])c1
-12,Cc1ccnc(N2CCN(c3c4c(c(C#N)c5nc6ccccc6n35)CCC4)CC2)c1
10,COc1ccccc1C(CC#N)c1ccc2c(c1)OCO2 (stereo not drawn)
-7,COc1cc(C(=O)Nc2ncc(Cc3ccccc3Cl)s2)cc(OC)c1OC
-2,Cc1cccc2cc(COC(=O)COc3ccccc3)c(=O)[nH]c12
4,O=C(Oc1ccc(N2C(=O)C3C4C=CC(C4)C3C2=O)cc1)c1ccc([N+](=O)[O-])cc1 (stereo not drawn)
2,Cc1ccc(-c2[nH]nc3c2C(c2cccnc2)C(C#N)=C(N)O3)cc1 (stereo not drawn)
-7,CCOc1ccc(/C(O)=C2\C(=O)C(=O)N(c3nccs3)C2c2cccc(Cl)c2)cc1 (stereo not drawn)
1,Cc1ccc(NC(=O)C2CCCN(S(=O)(=O)c3cccs3)C2)cn1 (stereo not drawn)
-16,COC(=O)c1ccc(NC(=O)CCNS(=O)(=O)c2cccc3nonc23)cc1
-16,CC(=O)Nc1cccc(N(C)C)c1
0,Cc1noc(C)c1S(=O)(=O)N1CCC(C(=O)Nc2ccc3c(c2)OCCO3)CC1
-2,c1ccc2c(c1)nc(NCCN1CCOCC1)c1nncn12
9,COc1ccc(C2OC(c3ccccc3)C(C)N2C)cc1 (stereo not drawn)
-8,CC(NC(=O)C1CCC(=O)N1Cc1ccc(F)cc1)c1ccccc1 (stereo not drawn)
1,COc1ccc(Cn2c(=O)c3c(n4cnnc24)-c2ccccc2CC32CCCCC2)cc1
-4,CCOC(=O)c1cnn2c1[nH]c(=O)c1ccccc12
-2,O=C(Oc1ccc2ccccc2c1)c1ccccc1

3 compounds from above, arranged by the value under 14-3-3g Raf, lowest first.
SMILES | 14-3-3g Raf
O=C(c1ccc2c(c1)OCO2)N(CC1CCCO1)C1(C(=O)NC2CCCC2)CCCCC1 (stereo not drawn) | -3
Cc1ccc(-c2[nH]nc3c2C(c2cccnc2)C(C#N)=C(N)O3)cc1 (stereo not drawn) | 2
O=C1CCCC(=O)N1c1ccc(NCc2ccc(F)cc2)c([N+](=O)[O-])c1 | 8

Continuation:
14-3-3g Raf,molecule
-5,Nc1ccccc1OCCOc1ccccc1N
-8,COc1cccc2c(Nc3cccc(C(F)(F)F)c3)cc(C)nc12
-23,CCOC(=O)c1c(NC(=O)c2cc3ccccc3o2)sc2c1CCC(C)C2 (stereo not drawn)
-1,COc1ccccc1N1CCN(C(=O)C2CCCO2)CC1 (stereo not drawn)
-4,N[C@@H](CC(=O)O)C(=O)O
-1&-1,O=C(CCCNS(=O)(=O)c1ccccc1)NCc1ccco1
-1,CC(=O)N1CCc2cc(S(=O)(=O)NCC3COc4ccccc4O3)ccc21 (stereo not drawn)
6,Cc1c(OCC(=O)OC(C)(C)C)ccc2c3c(c(=O)oc12)CCC3
1,COC(=O)c1nsc(Cl)c1Cl
4,Cc1nc2c(C(=O)NC(C)C)cnn2c(C)c1Cc1ccc(Cl)cc1
-25,Cc1ccnc2nc(C(=O)OCCOc3cccc(Br)c3)nn12
13,COc1ccc(CNC(=O)c2cn(C3CCCCC3)c(=O)c3c2c2ccccc2n3C)cc1
-8,COc1ccc(Br)cc1CN1CCN(Cc2ccncc2)CC1
-29,COc1ccc2nc3sc(C(=O)Nc4nc5ccccc5s4)cc3cc2c1
-2,COCCCNc1oc(-c2ccc(C)cc2)nc1C#N
-1,COc1cc(CN2CCC(C(=O)N3CCC(C)CC3)CC2)cc(Br)c1O
2,COc1ccc2c3c(cccc13)NN=C2C
0,Cc1oc(-c2ccc(Cl)cc2)nc1CN1CCCC(C(=O)NCc2ccccn2)C1 (stereo not drawn)
-32,CN(CCO)c1ccc(C(F)(F)F)cc1N=Cc1c(O)ccc2ccccc12
-15,Cc1cccn2c(Nc3ccccc3)c(-c3ccco3)nc12
-8,CCOCC(=O)N1CCN(c2ccc(F)cc2)CC1
4,Clc1ccc(OCc2nnc(-c3ccccc3Br)o2)c(Cl)c1
-139,CCN1CCc2c(sc(N)c2C#N)C1
-3,O=c1oc2c(CN3CCCCCC3)c(O)ccc2c2c1CCC2
2,Cc1ccc(CS(=O)(=O)CCC(=O)NCCCN2CCCC2=O)cc1
2,CCSc1nnc2c(n1)[nH]c1ccc(C)cc12
1,CCOC(=O)CSC1=C(C#N)C(c2ccc(C)s2)CC(=O)N1 (stereo not drawn)
-4,Cc1ncc(CO)c2cc(-c3nnc(NCc4ccco4)s3)c(=O)oc12
-8,O=C(CSc1nc2ccccc2[nH]1)C1CC1
-5,CCCN1CCN(CCCNC(=O)c2cn(C)c(=O)c3c2c2ccccc2n3C)CC1
2,C=CCSc1nnc2c(n1)OC=Nc1ccccc1-2
-3,O=C(Nc1nc2ccccc2s1)c1ccc(Br)o1
10,CCOc1ccc(C2CC(c3ccccc3Cl)n3ncnc3N2)cc1Cl (stereo not drawn)
-2,c1ccc(CCN2CN=C(Nc3nc4ccccc4o3)NC2)cc1
-4,C=CCNC(=O)Cn1c(=S)[nH]c2ccccc2c1=O
-15,COc1cc(-n2c(=O)c3ccccc3n(CC(=O)Nc3ccc(C)cc3)c2=O)cc(OC)c1OC
-6,Cc1cc2nc3[nH]c4ccccc4c3nc2cc1C
-4,Cc1cccc(CN2C(=O)CSc3ccc(C(=O)NCc4ccc(F)cc4)cc32)c1
-31,COc1ccc(N2Cc3cccc(C(=O)NC(C)c4cccs4)c3C2=O)cc1 (stereo not drawn)
-41,CCOC(=O)c1c(C)n(-c2ccccc2)c2ccc(OCCN(C)C)cc12
-80,COC(=O)C1=C(C)NC2=C(C(=O)c3ccccc32)C1c1ccccc1OCC#N (stereo not drawn)
-7,c1coc(-c2nc3c4c5c(sc4ncn3n2)CCCCC5)c1
-1,CC(Oc1cccc(Cl)c1)C(=O)Nc1cc(=O)n(C)c(=O)n1C (stereo not drawn)
-3,O=C(CN1C(=O)C2C3c4ccccc4C(c4ccccc43)C2C1=O)N1CCCCC1 (stereo not drawn)
-278,COc1cccc2c1OC1(CCC(C)CC1)N1N=C(c3ccc(C)o3)CC21 (stereo not drawn)
-12,Cn1c2c(c(=O)n(C)c1=O)C(c1ccc(Cl)cc1)C1=C(CCCC1=O)N2 (stereo not drawn)
-19,CCOc1ccc(C(=O)Nc2ccc3nn(-c4ccc(Cl)cc4)nc3c2)cc1Cl
-18,CCn1c(=O)cc(O)c2ccccc21
-4,CCOc1ccccc1C(=O)Nc1ccc(S(=O)(=O)N2CCOCC2)cc1
